# FBA Mtb inh: Mtb FBA enzyme inhibitors, primary screen, biochemical, fluorescence, strain H37Rv; hit rate 2.3% among 360,000; AID 588726, 2011; Fructose-bisphosphate aldolase (Mycobacterium tuberculosis (strain ATCC 25618 / H37Rv)), …; purified M. tuberculosis FBA, fluorescence read-out; inhibition, % at 1 µM; in the data active = inhibition above about 27%;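 also: 0% = vehicle and 100% = reference inhibitor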
# FadD28 binding: inhibitors of FadD28 bisubstrate probe binding, primary screen, biochemical, fluorescence polarization, single point; Mycobacterium tuberculosis FadD28 fatty-acid-AMP ligase; inhibition, % at 12.5 µM; hit rate 0.22% among 360,000; in the data active = inhibition above about 8.5%, passing the limit was not always enough; inconclusive = no clear call, values can overlap the other calls
# PrPC surface inh: inhibitors of human cell surface prion protein PrPC, primary screen, cell-based, TR-FRET; hit rate 0.43% among 370,000; AID 720596, 2013; Major prion protein (Homo sapiens), P04156; inhibition, % at 13.8 µM; TR-FRET read-out; in the data active = inhibition above about 24%; also: 0% = median of the test wells and 100% = reference compound wells
# MazEF act: activators of E. coli MazEF toxin-antitoxin RNase, primary screen, biochemical, fluorescence, uHTS. Endoribonuclease toxin MazF (Escherichia coli (strain K12)), P0AE70. FAM/BHQ RNA-DNA oligo cleavage fluorescence, 5 h. activation, % at 20 µM. hit rate 0.32% among 350,000. AID 504720, 2011; in the data active = activation above about 50%
# Target sequence (P0AE70 whole entry, looked up): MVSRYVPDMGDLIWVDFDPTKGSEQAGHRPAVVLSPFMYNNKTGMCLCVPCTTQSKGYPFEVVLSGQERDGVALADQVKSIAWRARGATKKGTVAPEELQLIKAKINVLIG
# GDH-TPI counter: GDH-TPI coupling enzyme inhibitors, primary screen, artefact control for M. tuberculosis FBA inhibitor project, biochemical, absorbance, full deck; inhibition, % at 4.8 µM; hit rate 1.2% among 360,000; GDH-TPI coupled enzyme counterscreen, NADH absorbance; in the data active = inhibition above about 30%;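 also: 0% = DMSO wells and 100% = wells lacking the enzyme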
# UGM FP inh: M. tuberculosis UGM enzyme inhibitors, primary screen, biochemical, fluorescence polarization, single point | inhibition, % at 10 µM | AID 504406, 2011 | hit rate 0.06% among 320,000 | UDP-galactopyranose mutase (Mycobacterium tuberculosis (strain ATCC 25618 / H37Rv)), … | purified UGM, fluorescence polarization probe displacement; in the data active = inhibition above about 10%, passing the limit was not always enough; inconclusive = no clear call, values can overlap the other calls
# Target sequence (P9WIQ1 whole entry, looked up): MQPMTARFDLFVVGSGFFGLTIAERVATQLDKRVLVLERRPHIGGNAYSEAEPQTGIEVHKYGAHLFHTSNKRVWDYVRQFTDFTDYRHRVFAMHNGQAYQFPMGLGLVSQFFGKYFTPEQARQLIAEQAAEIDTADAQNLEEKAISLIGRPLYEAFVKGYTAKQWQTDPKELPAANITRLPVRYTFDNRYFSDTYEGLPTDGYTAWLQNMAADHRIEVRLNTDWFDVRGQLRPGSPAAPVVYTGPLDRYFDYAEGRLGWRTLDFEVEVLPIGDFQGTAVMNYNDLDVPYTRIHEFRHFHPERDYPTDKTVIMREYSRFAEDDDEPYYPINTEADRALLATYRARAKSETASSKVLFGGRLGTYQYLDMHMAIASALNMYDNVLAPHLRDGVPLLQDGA
# Mtb BioA inh: M. tuberculosis BioA enzyme inhibitors, primary screen, biochemical, plate reader, single point, HTS | 7,8-diaminopelargonic acid synthase BioA (Mycobacterium tuberculosis) | purified M. tuberculosis BioA enzyme | inhibition, % at 9.99 µM | hit rate 0.096% among 360,000 | AID 602481, 2012; in the data active = inhibition above about 40%; inconclusive = no clear call, values can overlap the other calls
# BoNT F protease: BoNT/F light chain protease inhibitors, primary screen, biochemical, flow cytometry, MLPCN library | Botulinum neurotoxin type F light chain protease (Clostridium botulinum) | Multiplex microsphere protease cleavage assay | inhibition, % at 10 µM | hit rate 0.22% among 360,000; in the data active = inhibition above about 35%, passing the limit was not always enough; inconclusive = no clear call, values can overlap the other calls; also: plate controls were buffer without enzyme for full effect and enzyme alone for no effect
# Rv3671c protease: Rv3671c serine protease inhibitors, primary screen, biochemical, fluorescence polarization, M. tuberculosis H37Rv. P9WHR9. inhibition, % at 5.96 µM. hit rate 0.048% among 320,000. AID 2606, 2010; in the data active = inhibition above about 38%;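 also: extracellular domain of Rv3671c used as enzyme; 0% = enzyme with DMSO and 100% = no enzyme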
# Target sequence (P9WHR9 whole entry, looked up, the tested form may be a part): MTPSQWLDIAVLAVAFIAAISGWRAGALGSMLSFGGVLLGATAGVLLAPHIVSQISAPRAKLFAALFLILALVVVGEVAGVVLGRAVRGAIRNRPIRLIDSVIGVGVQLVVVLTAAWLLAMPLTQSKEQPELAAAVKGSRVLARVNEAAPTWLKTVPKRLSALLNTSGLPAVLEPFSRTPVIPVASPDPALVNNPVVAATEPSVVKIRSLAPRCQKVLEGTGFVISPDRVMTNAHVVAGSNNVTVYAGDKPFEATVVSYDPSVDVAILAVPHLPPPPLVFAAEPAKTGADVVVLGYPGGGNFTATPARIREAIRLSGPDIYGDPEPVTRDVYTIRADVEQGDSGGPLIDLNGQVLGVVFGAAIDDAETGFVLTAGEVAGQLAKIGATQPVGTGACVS
# * hit, by the source's call; ? = inconclusive; . = not tested or not shown; & = joins results of further samples.
# Fields – FBA Mtb inh	FadD28 binding	PrPC surface inh	MazEF act	GDH-TPI counter	UGM FP inh	Mtb BioA inh	BoNT F protease	Rv3671c protease
O=C(Nc1cccc(-c2cn3cccnc3n2)c1)c1ccc2c(c1)OCO2
 : 134*	-5.5	-5	5	17	-1.0	19	12	-8
COc1ccc(NC(=S)NC(=O)C2CCCCC2)cc1
 : -1	-3.6	4	2	5	3.1	0.7	11	3
Cc1cc(C)c(OCC(=O)Nc2nnn(C)n2)c(Br)c1
 : 1	0.1	-4	4	8	-0.5	-0.5	-46	5
O=C(NC(=S)Nc1ccc(Cl)cc1Cl)C1CC1
 : -3	-5.4	8	0	-5	1.7	-1.7	-15	2
COc1ccccc1CNc1nc(Oc2cccc(F)c2)c2sccc2n1
 : 2	-5.1	-2	.	15	.	-1.5	-14	.
CCNC(=O)N(CC)C[C@H]1N[C@@](C)(C(=O)OC)[C@H]2C(=O)N(C)C(=O)[C@@H]12
 : -3	-0.1	5	-7	3	-2.5	-0.5	-4	7
COc1ccc(Nc2oc(-c3ccc(Cl)cc3)nc2C#N)cc1
 : -2	-0.5	9	-4	28	-0.7	-0.4	7	-2
O=C(c1ccc(Cl)c([N+](=O)[O-])c1)N1CCN(c2ccccn2)CC1
 : 0	-0.2	-21	4	10	0.7	.	-5	8
CCCN=C1CC(C)(C)CC(=O)/C1=C(/O)CCCN1C(=O)c2ccccc2C1=O
 : -3	-3.2	3	2	1	4.0	1.3	0	-1
C#CCOCCOCCOCCNc1nc(N2CCN(C(=O)Cn3cc(CC(C)O)nn3)CC2)nc(N2CCN(C(=O)[C@H]([C@@H](C)CC)n3cc(CCCCN)nn3)CC2)n1 (stereo not given in full)
 : 1	-4.8	2	10	-3	.	-0.9	-17	.
Cc1ccc(C)c(N(CC(=O)NCCC2=CCCCC2)S(C)(=O)=O)c1
 : 3	-0.5	-7	7	7	-0.4	1.1	-8	-4
CCOC(=O)N1CCC(NC(=O)Cn2cc3c(n2)CCC(C)C3)CC1 (stereo not given)
 : -1	-2.6	-2	-1	-1	2.2	0.0	-8	2
CC1=NN(Cc2c[nH]c3ccccc23)C(C)(C)C1
 : -2	-1.0	2	0	5	0.2	.	0	-3
CC1(N2CCOCC2)CC2(O)C(=[N+]1[O-])CCc1c2no[n+]1[O-] (stereo not given)
 : -3	0.3	.	-17	12	-0.3	.	16	1
COc1ccc(Cl)cc1NC(=O)CN1CCN(Cc2ccccc2)CC1
 : -2	-3.9	-10	-6	3	-1.5	3.2	-8	-2
Fc1ccc(OCCCn2ccnc2)cc1
 : 0	2.9	8	4	-1	-1.9	0.2	-4	.
CCC(=O)N(C)C[C@H]1Oc2cc(-c3cccnc3)ccc2S(=O)(=O)N([C@H](C)CO)C[C@H]1C
 : -1	-0.5	-8	6	-1	.	3.0&2.3	-4	.
O=C(Nc1cccc(CCc2ccccn2)c1)c1cc(F)c(F)cc1Cl
 : 0	-1.1	5	0	4	1.8	.	-10	-18
CC(=O)C1=NOC(CNc2ncc(C(F)(F)F)cc2Cl)C1 (stereo not given)
 : -2	-0.6	-2	3	6	2.9	.	-4	-5
COc1ccc(C(=O)N/N=c2\oc3ccccc3cc2C(N)=O)cc1
 : -2	0.0	1	1	12	-2.5	.	4	8
Cc1cccc(OCc2nc(-c3ccc(Br)o3)no2)c1
 : -3	-1.5	9	3	-2	1.2	-0.4	-1	7
COc1cc(C2c3cc4c(cc3OC(N3CCCCC3)C2C)OCO4)cc(OC)c1O (stereo not given)
 : -2	-5.5	11	-2	-9	.	.	-2	.
Cc1cc(=O)n2nc(N3CCC(C(=O)NCc4ccccc4F)CC3)sc2n1
 : -2	0.4	-5	11	-5	-0.9	0.6	9	-5
Cc1ccc(C(c2nnnn2CCc2ccccc2)N2CCSCC2)cc1 (stereo not given)
 : 1	-0.2	-1	0	8	-0.8	-1.5	-2	0
COC(=O)c1ccc(Oc2nc(N(C)C)nc(N3CCOCC3)n2)cc1
 : 7	1.8	-4	-13	-2	1.9	-1.2	-3	-2
Cc1c(Cc2ccccc2)c(NCCN(C)C)n2c(nc3ccccc32)c1C#N
 : 7	-1.2	-9	12	3	0.4	1.2	-25	2
CC(C)CN(C(=O)CN1CCN(c2cccc(Cl)c2)CC1)c1c(N)n(CC(C)C)c(=O)[nH]c1=O
 : 2	-1.0	6	4	9	-5.0	1.8	-8	0
COc1ccc([C@H]2[C@H](C(=O)OC(C)(C)C)N3N=Cc4ccccc4C3C23C(=O)c2ccccc2C3=O)c(OC)c1 (stereo not given in full)
 : 2	5.1	-8	-4	2	.	-2.7	-16	-2
CCOC(=O)/C(C#N)=C\C1=C(N2CCCC2)CC(C)(C)OC1
 : 0	-2.2	-10	0	2	-1.1	0.6	2	7
O=C(NCCn1cccn1)c1ccc(OC2CCN(C(=O)C3CC3)CC2)cc1
 : -3	-0.7	-3	-1	7	-1.2	.	-3	-13
COc1ccc(CCN2CCCC(CN(C)Cc3cccc(OC)c3)C2)cc1 (stereo not given)
 : 2	-0.3	-3	2	-11	2.1	-0.6	?	-15
CCOC(=O)c1nn(-c2ccc(OC)cc2)c(=O)c2c(N)scc12
 : 1	-1.0	-30	10	8	-0.6	-0.9	-17	-20
COc1ccc(S(=O)(=O)N2CC(O)C[C@H]2C(=O)OCC(=O)N2CCCCCC2)cc1 (stereo not given in full)
 : 4	-0.8	6	-20	4	0.8	.	-8	3
Cc1ccc(Cn2cc(/C=N/Nc3ccc([N+](=O)[O-])cn3)c3ccccc32)cc1
 : -4	-0.3	2	12	9	-1.5	-0.9	2	-3
COc1ccc(C(=O)NCC(=O)NCC(=O)OCC(=O)C(C)(C)C)cc1
 : 2	-2.4	4	7	-6	-0.8	-0.5	-4	9
CCCCCC(=O)Nc1ccc2oc(-c3cncc(Br)c3)nc2c1
 : 2	0.8	-3	-27	-5	0.8	0.2	-5	3
Cc1cccc(C(=O)NCc2nnc(SCC(=O)Nc3nncs3)n2C)c1
 : 2	0.0	0	-20	9	-1.0	-2.6	2	-11
O=C(COC(=O)c1n[nH]c(=O)c2ccccc12)c1ccccc1
 : 3	-2.1	5	4	13	-3.5	-1.7	-22	7
C[C@H](CO)N1C[C@H](C)[C@@H](CN(C)S(=O)(=O)c2ccc(Cl)cc2)OCc2cnnn2CCCC1=O
 : 0	0.8	-3	0	7	.	-0.7&-2.0	1	.
c1ccc(-c2cnnc(-c3ccccn3)n2)cc1
 : -4	-5.9	-15	4	3	0.1	-0.6	4	1

# Looked up above.
# MazEF act with COc1ccc([C@H]2[C@H](C(=O)OC(C)(C)C)N3N=Cc4ccccc4C3C23C(=O)c2ccccc2C3=O)c(OC)c1 (stereo not given in full) : -4
# FadD28 binding with CCOC(=O)/C(C#N)=C\C1=C(N2CCCC2)CC(C)(C)OC1 : -2.2
# Rv3671c protease with Cc1cccc(OCc2nc(-c3ccc(Br)o3)no2)c1 : 7

# The results go on.
# Fields – FBA Mtb inh	FadD28 binding	PrPC surface inh	MazEF act	GDH-TPI counter	UGM FP inh	Mtb BioA inh	BoNT F protease	Rv3671c protease
CCOC(=O)c1cccc(NC(=O)CCNS(=O)(=O)c2ccc3c(c2)CCN3C(=O)CC)c1
 : -4	-5.8	19	5	-10	2.0	-0.5	28	-6
CCOC(=O)C1=C(c2ccccc2)NC(SCC(=O)Nc2cccc(C)c2)=C(C#N)C1c1ccco1 (stereo not given)
 : 3	-0.6	-2	-2	15	2.7	.	-1	-4
CCCCNC(=O)NC12CC3CC(CC(C3)C1)C2
 : 4	0.3	-1	2	-3	2.3	.	-4	-9
CC(=O)Nc1ccc(S(=O)(=O)N2CCN(CC3CC4C=CC3C4)CC2)cc1 (stereo not given)
 : 8	-3.2	2	-17	2	-3.1	.	1	-5
Cc1ccc(S(=O)(=O)NC(=O)NC(C)c2ccc(F)cc2)cc1 (stereo not given)
 : 0	-1.4	5	-4	2	-0.5	-2.9	26	-4
O=c1c2ccccc2c(C=NCCCN2CCOCC2)c(O)n1Cc1ccc2c(c1)OCO2
 : 8	-0.6	-2	2	9	-3.5	.	-4	-1
CCOC(=O)/C(C#N)=C/c1ccc(OCC(=O)Nc2ccccc2)c(OC)c1
 : 0	0.0	7	-5	23	4.5	-3.3	11	-1
CN(Cc1nc2ccc(F)cc2[nH]1)Cc1c(C(=O)N(C)C)nc2ccc(Cl)cn12
 : -6	-3.7	-11	10	2	-3.3	.	0	-6
Cc1ccc(NC(=O)CSc2nc(N)c(-c3ccccc3)c(=O)[nH]2)cc1Cl
 : -1	0.0	5	0	6	0.6	.	2	1
Cc1c(Br)c([N+](=O)[O-])nn1CC(=O)NCc1cccnc1
 : -1	1.0	-13	1	5	-1.8	-1.9	-13	-2
CCCn1c(SCC(=O)N2CCN(CC)CC2)nc2c1c(=O)n(C)c(=O)n2C
 : -1	0.0	-1	27	-2	2.5	-0.7	-2	10
Cc1noc(C)c1NC(=O)N(C)C[C@H]1Oc2ccc(NC(=O)C3CCCCC3)cc2C(=O)N([C@H](C)CO)C[C@@H]1C
 : -1	-3.5	0	6	-15	-1.9	5.7&1.1	-1	1
CC(=O)Nc1nnc(SCC(=O)Nc2ccc3c(c2)OCCO3)s1
 : 2	-2.8	0	0	-10	0.7	-0.8	5	-6
Cc1ccc(NC(=O)CN(c2ccccc2)S(=O)(=O)N(C)C)cc1
 : 4	-0.6	-3	5	-6	-0.9	.	-7	1
Cc1ccc(NC(=O)COC(=O)Cc2ccccc2)cc1S(=O)(=O)N1CCOCC1
 : -1	3.5	2	1	-2	0.7	-0.3	6	-9
Cc1cc(SCCC(=O)O)nc2ccccc12
 : 0	-0.6	8	0	12	0.1	-0.7	0	9
CC1=NNC(=O)C1CCC(=O)N/N=C(\C)c1ccccc1 (stereo not given)
 : 6	-0.8	7	-7	1	4.0	.	-2	5
S=C1NC2=C(C(c3ccc(Br)cc3)N1)N1CCC2CC1 (stereo not given)
 : 0	-7.5	26*	-13	0	-2.4	-1.1	0	9
O=C(Nn1cnc2ccccc2c1=O)c1ccc(Cl)c([N+](=O)[O-])c1
 : 3	1.5	-23	-6	5	-0.7	0.0	16	4
Cc1ccc(OCC(O)CN2CCN(Cc3ccc4c(c3)OCO4)CC2)cc1C (stereo not given)
 : -4	-3.4	-3	0	-5	0.6	1.8	1	0
c1ccc(NC2=NCCN2CC2CCCC2)cc1
 : 3	0.6	-4	11	-13	-3.1	-0.4	-12	18
O=C(NCc1ccc(Cl)cc1)c1noc2c1CCCCC2
 : 4	-2.6	10	0	13	-1.0	-0.6	0	4
Cc1ccc(Nc2nnc(-c3ccccc3N)o2)cc1C
 : 49*	-0.2	8	2	7	4.0	.	.	5
O=C(NCCc1ccco1)c1nn(Cc2ccccc2)c(=O)c2ccccc12
 : -2	-1.8	-3	2	-4	-1.0	1.3	12	-16
CC(C)Cc1csc(NC(=O)c2ccc(Br)cc2)c1C(=O)O
 : 1	0.0	2	5	8	-2.2	-1.6	-11	-5
COc1cc(OC)c(C2N(c3ccc(Cl)cc3)C(=O)C3CCCN32)cc1OC (stereo not given)
 : 2	-0.8	8	3	12	1.0	-3.0	-7	4
COc1ccc(OC)c(N2C(=O)NC(=O)/C(=C/c3ccc([N+](=O)[O-])s3)C2=O)c1
 : -4	21*	-6	-13	9	0.5	3.8	-9	-2
Cc1ccccc1OCc1nc2ccc(S(=O)(=O)N3CCOCC3)cc2[nH]1
 : 1	-3.9	2	-6	-6	-1.7	0.2	-12	-10

# Source: PubChem BioAssay (several laboratories)

# No enrichment for hits, and some 4.8% of all compounds hit somewhere here.
